MBD2 inh: inhibitors of human MBD2 binding to methylated oligonucleotide | TR-FRET | Q9UBB5 | inhibition, % at 4.4 µM | hit rate 0.31% among 370,000; in the data active means inhibition above about 13%
PRMT1 FP inh: inhibitors of human PRMT1 | hit rate 1.3% among 370,000 | recombinant PRMT1, activity-based probe fluorescence polarization | inhibition, % at 2.79 µM | AID 652257;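 active means inhibition above about 21% made by adding two undisclosed values, limit read from the data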
Target sequence (Q99873 whole entry, looked up): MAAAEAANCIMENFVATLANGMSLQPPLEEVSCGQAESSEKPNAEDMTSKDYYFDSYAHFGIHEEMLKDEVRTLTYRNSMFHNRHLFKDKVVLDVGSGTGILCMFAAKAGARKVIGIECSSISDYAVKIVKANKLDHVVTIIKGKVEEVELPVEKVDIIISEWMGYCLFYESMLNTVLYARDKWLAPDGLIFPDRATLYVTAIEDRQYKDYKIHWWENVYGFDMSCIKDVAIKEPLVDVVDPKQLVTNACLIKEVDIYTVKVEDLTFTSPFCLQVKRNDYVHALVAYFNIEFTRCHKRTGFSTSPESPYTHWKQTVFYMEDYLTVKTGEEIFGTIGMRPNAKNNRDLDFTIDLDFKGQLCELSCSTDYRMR
TCR-CD3 inh: inhibitors of human TCR-CD3 interaction. inhibition, % at 9.4 µM. hit rate 0.37% among 360,000. TAMRA-labeled TCR probe fluorescence, biochemical. AID 651800; in the data active means inhibition above about 19%;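 further: recombinant mutant TCR 2C K166C tagged with TAMRA read by polarization; 0% = receptor in buffer alone and 100% = receptor with positive control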
DDE Tn7 FP inh: disrupts Tn7 cyclic peptide binding to fibrin D-Dimer-E complex; P02675; FP displacement of FITC-Tn7 peptide from fibrin DD(E); 0% = median of compound wells per plate; inhibition, % at 8.3 µM; hit rate 0.13% among 370,000; AID 720508;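 active means inhibition above the mean of compounds falling within the control limits plus 3 SD of them, cut at about 14% in these data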;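 further: 0% = plate median of compound wells and 100% = 10 µM Aha-Tn7 peptide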
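Assay system: human fibrin DD(E). Input: DD(E) 2 µM final. Medium: Tris buffer with calcium and detergent, pH 7.8. Compound dosing: single point at 8.3 µM. Timing: 10 min plus 3 h, room temperature. Technique: fluorescence polarization of the labelled Tn7 tracer. Read-out: percent inhibition. Replicates: singlicate testing.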
TDP2 absorb: TDP2 (human) inhibition, absorbance primary screen; inhibition, % at 12.8 µM; recombinant TDP2, T5PNP hydrolysis, p-nitrophenol absorbance 415 nm; hit rate 0.34% among 370,000; O95551;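 active means inhibition above the mean of all tested compounds plus 3 SD, set per campaign, cut at about 25% in these data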;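 further: 0% = DMSO with enzyme and 100% = buffer with substrate but no TDP2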
Target sequence (O95551 whole entry, looked up): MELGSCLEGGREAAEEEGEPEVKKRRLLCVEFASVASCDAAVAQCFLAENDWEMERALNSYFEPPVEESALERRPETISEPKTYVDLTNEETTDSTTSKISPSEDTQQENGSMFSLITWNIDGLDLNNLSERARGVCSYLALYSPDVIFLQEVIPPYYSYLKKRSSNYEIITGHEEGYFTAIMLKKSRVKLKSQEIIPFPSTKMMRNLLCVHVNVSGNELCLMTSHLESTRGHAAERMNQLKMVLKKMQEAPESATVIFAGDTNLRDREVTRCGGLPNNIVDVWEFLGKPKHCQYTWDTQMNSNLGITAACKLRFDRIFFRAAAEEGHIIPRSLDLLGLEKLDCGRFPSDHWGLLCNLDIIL
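Read-out basis: percent inhibition. System: recombinant human TDP2. Buffer or medium: Mg2+-containing Tris-HCl buffer, pH 7.5. Repeats: single replicate. Timing: reaction 2 h, 37 °C. Benchmarks: high control without enzyme, low control DMSO plus TDP2. Probe or stimulus: 5 mM T5PNP. Doses: 12.8 µM only. Measured by: epi absorbance of p-nitrophenol freed from T5PNP by hydrolysis.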
SIAE primary: inhibitors of human sialic acid acetylesterase SIAE; hit rate 0.69% among 370,000; inhibition, % at 9.66 µM; SIAE FP-Rh probe binding, fluorescence polarization;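 active means inhibition above a cutoff: mean of compounds within the control limits plus 3 SD of those, cut at about 17% in these data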;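 further: 0% = plate median of compound wells and 100% = probe without SIAE protein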
DDE Tn6 FP inh: disrupts Tn6 cyclic peptide binding to fibrin D-Dimer-E complex | P02675 | Fibrin DD(E) TRITC-Tn6 fluorescence polarization displacement | inhibition, % at 8.3 µM | hit rate 0.21% among 370,000 | AID 720509;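 active means inhibition above a per-campaign cutoff: mean of compounds within control limits plus 3 SD, cut at about 15% in these data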;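 further: 0% = median of all compound wells on the plate and 100% = blocking peptide control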
proKLK7 act: activators of human kallikrein-7 zymogen | P49862 | purified proKLK7, EDANS-DABCYL substrate fluorescence; 100% is mature enzyme control, 0% vehicle | AID 652039 | activation, % at 7 µM | hit rate 0.9% among 370,000;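 active means activation above the mean of all tested compounds plus 3 SD, computed per campaign excluding outliers beyond control limits, cut at about 13% in these data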
Target sequence (P49862 whole entry, looked up): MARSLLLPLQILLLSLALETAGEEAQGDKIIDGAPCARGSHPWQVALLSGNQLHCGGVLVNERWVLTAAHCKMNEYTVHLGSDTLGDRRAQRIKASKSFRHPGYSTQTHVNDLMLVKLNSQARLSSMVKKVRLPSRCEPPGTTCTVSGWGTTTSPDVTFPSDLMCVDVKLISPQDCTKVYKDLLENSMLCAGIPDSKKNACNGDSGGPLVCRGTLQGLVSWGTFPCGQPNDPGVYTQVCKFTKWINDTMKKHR
UHRF1 binding: human UHRF1 methylated DNA binding inhibitors | hit rate 0.75% among 370,000 | inhibition, % at 4.4 µM | UHRF1 binding to methylated oligo, TR-FRET | Q96T88; in the data active means inhibition above about 21%;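 further: UHRF1 SRA domain binding a hemimethylated CpG hairpin DNA probe; 0% = median of test compound wells and 100% = reference inhibitor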
LEDGF integ inh: blocks HIV-1 LEDGF/p75-dependent DNA integration; inhibition, % at 3.7 µM; TR-FRET IN-LEDGF/p75 DNA integration, Eu/Cy5; hit rate 0.64% among 370,000; AID 743269;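 active means inhibition above the screen-wide mean plus 3 SD, cut at about 13% in these data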;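 further: signal is the Cy5 over europium emission ratio at 671 and 618 nm; 0% = plate median of compound wells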
An asterisk follows results filed as active.

SMILES	MBD2 inh	PRMT1 FP inh	TCR-CD3 inh	DDE Tn7 FP inh	TDP2 absorb	SIAE primary	DDE Tn6 FP inh	proKLK7 act	UHRF1 binding	LEDGF integ inh
COc1cc(/C=C2\CC/C(=C\c3cc(OC)c(O)c(OC)c3)C2=O)cc(OC)c1O	1	27*	38*	4	5	-43	-29	0.4	-3	34*
O=C(CCN1CCN(CCO)CC1)Nc1cccc(Br)c1	-3	-3	-4	2	-19	1	0	-0.2	2	3
COc1ccc(-c2nc(C#N)c(NC(C)C)o2)cc1	-4	-2	-2	-2	2	3	-5	-0.4	-4	0
Cc1cc(=O)[nH]c(N/N=C/c2c(C)nn(-c3ccccc3Cl)c2Cl)n1	2	4	-9	3	-3	0	3	0.2	9	-3
CC(=O)c1cc(NC(=O)c2cccc(C(F)(F)F)c2)c(=O)oc1C	3	19	-2	-2	9	7	-4	-0.2	2	-1
N#C/C(=C\c1ccc(N2CCOCC2)o1)C(=O)Nc1ccc(O)cc1	-30	-57	-5	-39	3	-2	-2	-0.1	-60	-7
CCC1(c2ccc(C)cc2)NC(=O)N(C(C)C(=O)Nc2ccc(N3CCOCC3)cc2)C1=O (centres undefined)	-3	1	3	4	-1	-1	0	0.6	1	-2
O=C(CCc1nnc(CCC2CCCCC2)o1)NCCc1ccccn1	-4	0	7	0	-3	6	0	0.0	0	-1
C/C(N)=C(/C#N)C(=O)CN1CCCCC1	-3	0	5	3	0	2	14	0.6	1	0
CON1C(=O)C(=O)N(OC)C2CCCCCC21 (centres undefined)	3	0	1	-2	1	-14	2	-0.9	1	-3
CC(=O)NNc1[nH]c2c(c(=O)c1[N+](=O)[O-])c(=O)n(C)c(=O)n2C	-2	0	2	-5	-3	6	1	-0.8	0	-1
Cc1ccc(O)c(N=Cc2ccc(C)s2)c1	-8	2	5	0	0	5	2	0.2	-3	4
CC(=O)Nc1cc(-c2cccc(NS(C)(=O)=O)c2)cn2c(-c3ccc(F)c(Cl)c3)cnc12	4	2	-10	8	2	-16	-1	-0.5	-2	-1
CC(=O)c1cccc(NC(=O)C2Cc3c(-c4ccc5c(c4)OCO5)ccnc3O2)c1 (centres undefined)	0	1	2	-1	3	-3	2	-0.9	0	2
Cc1cccc(C)c1N1CCN(C(=O)N2CCOCC2)CC1	1	3	-7	-2	3	12	1	-1.1	4	-3
COc1ccc(/C=C/c2nnc(NC(=O)COc3ccccc3)s2)cc1	-2	-2	-1	-5	21	8	-1	0.2	-2	5
Cn1c(Cc2ccccc2)nnc1SCc1cc(=O)n2ccsc2n1	-3	-5	-2	-2	4	7	-3	-0.1	1	-2
CCOCCCNC(=O)C(c1ccc(C)cc1)N(Cc1cccs1)C(=O)c1ccccc1O (centres undefined)	2	0	-5	4	-9	-5	0	-0.5	-2	-4
CC1(CCc2ccccc2)NC(=O)N(CC(=O)Nc2ccc3c(c2)OCCO3)C1=O (centres undefined)	2	-2	1	-1	5	13	10	0.4	1	-3
S=C(NC1CCCCC1)N1CCc2ccccc2C1	2	-2	2	-10	-7	-6	2	0.3	4	2
COc1ccc(-c2oc3ccccc3c2C(=O)OCc2ccc([N+](=O)[O-])cc2)cc1	5	1	2	-7	-8	-11	-3	-0.5	10	-2
CN(Cc1cc2ccccc2[nH]c1=O)S(C)(=O)=O	4	2	0	-1	1	4	10	0.1	9	-2
N#C/C(=C/Nc1ccccc1F)S(=O)(=O)c1ccc(Cl)cc1	-3	2	-4	0	3	0	3	-0.5	-2	-2
CCC(=O)NC(C)C(c1cccs1)N1CCN(c2ccccc2)CC1 (centres undefined)	-6	-5	6	4	5	6	8	-0.1	0	2

Five records picked at random from the list so far:
SMILES	MBD2 inh	PRMT1 FP inh	TCR-CD3 inh	DDE Tn7 FP inh	TDP2 absorb	SIAE primary	DDE Tn6 FP inh	proKLK7 act	UHRF1 binding	LEDGF integ inh
CC(=O)Nc1cc(-c2cccc(NS(C)(=O)=O)c2)cn2c(-c3ccc(F)c(Cl)c3)cnc12	4	2	-10	8	2	-16	-1	-0.5	-2	-1
CCOCCCNC(=O)C(c1ccc(C)cc1)N(Cc1cccs1)C(=O)c1ccccc1O (centres undefined)	2	0	-5	4	-9	-5	0	-0.5	-2	-4
CN(Cc1cc2ccccc2[nH]c1=O)S(C)(=O)=O	4	2	0	-1	1	4	10	0.1	9	-2
Cc1cccc(C)c1N1CCN(C(=O)N2CCOCC2)CC1	1	3	-7	-2	3	12	1	-1.1	4	-3
CC(=O)c1cccc(NC(=O)C2Cc3c(-c4ccc5c(c4)OCO5)ccnc3O2)c1 (centres undefined)	0	1	2	-1	3	-3	2	-0.9	0	2

Next part:
SMILES	MBD2 inh	PRMT1 FP inh	TCR-CD3 inh	DDE Tn7 FP inh	TDP2 absorb	SIAE primary	DDE Tn6 FP inh	proKLK7 act	UHRF1 binding	LEDGF integ inh
O=C(NCc1cccc(Cl)c1)c1cccc(S(=O)(=O)N2CCCC2)c1	-1	1	0	-2	-5	-2	7	-0.1	1	0
COc1cc(NC(=O)c2cccs2)c(OC)cc1NC(=O)CCn1nnc2ccccc21	-2	-2	4	5	8	1	-3	0.9	-2	-1
CC(=O)NC(Cc1ccc(C)cc1)C(=O)NC1CCN(S(=O)(=O)c2ccccc2)CC1 (centres undefined)	-5	-2	6	-3	-2	0	3	-0.5	-4	2
O=C(COC(=O)c1ccc(Cl)c(S(=O)(=O)NCc2ccccc2)c1)NCC1CCCO1 (centres undefined)	1	2	-1	3	7	-13	-6	0.1	-3	-3
COC(=O)[C@]12C[C@H](CC(=O)NCc3cccs3)C(=O)N(Cc3ccc4c(c3)OCO4)C1=C[C@H](C(C)(C)C)O[C@@H]2C	4	0	-5	6	0	-3	1	-0.1	4	-5
Cc1ccc2c(c1)CCCN2C(=O)c1cc2ccccc2oc1=O	1	-2	2	2	4	-2	1	-0.5	0	0
CN1C(=O)CCC(CCC(=O)O)(c2ccccc2O)C1=O (centres undefined)	5	-2	4	4	11	-4	-2	0.1	15	-1
COc1ccc(S(=O)(=O)Nc2ccccc2OC)cc1NC(=O)CC1CC2CCC1C2 (centres undefined)	-2	-5	5	5	-2	-4	8	-0.1	2	-1
CCn1ncc(S(=O)(=O)Nc2cc(Cl)ccc2C)c1C	3	0	2	0	-2	10	4	-0.2	0	-3
Cc1nc2ccccn2c1-c1nnco1	-1	-3	3	-1	2	-2	2	0.0	-1	-1
Cc1cc(C)cc(NC(=O)C2C3C=CC4(O3)C2C(=O)N(CCCN2CCCC2)C4C(=O)NC2CCCC(C)C2C)c1 (centres undefined)	1	-3	5	-3	2	6	2	0.1	-2	2
CC(C)OCCCNC1=C(Cl)C(=O)c2ccccc2C1=O	-19	1	-4	3	0	-5	1	-0.1	-14	-2
CC(C)[C@H](NC(=O)NCc1cccs1)C(=O)O	-6	2	2	-6	-2	0	2	-0.1	3	-2
N/C(=N\OC(=O)COc1ccccc1Cl)c1ccccn1	3	1	0	-3	-1	9	-3	0.3	3	0
CC(OC(=O)CN1C(=O)C2C3C=CC(C4CC34)C2C1=O)C(=O)c1ccccc1 (centres undefined)	-3	-4	2	1	5	-3	2	0.3	0	-2
CC(=O)c1sc(=S)n(Cc2ccccc2)c1C	3	4	-9	9	1	0	-7	-0.2	0	-2
O=C(O)c1ccc(-n2nc(C(F)(F)F)cc2-c2cccs2)cc1	-4	-6	-1	-4	-8	1	6	0.6	1	1
COc1ccc2c(c1)C(=O)CC(c1ccc(OC)c(OC)c1)O2 (centres undefined)	-3	5	-9	1	-7	-4	-5	3.6	2	-1
COc1cc(/C=N/n2cnc3scc(-c4cccs4)c3c2=O)cc(OC)c1OC	1	0	6	1	1	2	-2	0.5	-1	-1
CC(=O)NC1=NN(C(C)=O)C(C)(c2ccc3ccccc3c2)S1 (centres undefined)	6	2	-2	0	3	-6	-3	0.2	6	-5
NS(=O)(=O)c1ccc(NC(=O)COC(=O)CCNC(=O)NC23CC4CC(CC(C4)C2)C3)cc1	9	3	-1	-3	9	-6	-6	0.6	1	1
Cc1ccc(NC(=O)c2cccc3ccccc23)cc1	0	1	2	-2	13	-1	8	0.6	0	0
Cc1cc(=O)n2nc(N3CCC(C(=O)NC4CCCc5ccccc54)CC3)sc2n1 (centres undefined)	6	0	-5	2	0	0	-3	-0.2	2	1
COc1ccccc1C(=O)C1CCCN(C(=O)c2ccccc2Cl)C1 (centres undefined)	-1	5	-3	-1	11	-10	2	-0.5	0	3
Cc1ccc(S(=O)(=O)N(CC(=O)Nc2cccc([N+](=O)[O-])c2)C2CCCCC2)cc1	4	-1	-3	-1	-24	-22	7	-0.1	7	-3
CC(C(=O)Nc1nc(-c2ccc(F)c(F)c2)cs1)N1C(=O)C2CC=CCC2C1=O (centres undefined)	0	7	-11	-3	-9	-8	-9	-0.2	3	-5
COc1cccc(-c2ccc(SCC(=O)N3CCN(c4ccccc4)CC3)nn2)c1	-2	0	10	-9	1	-7	2	-0.1	0	2
CCOc1ccc(OCc2ccc(C(=O)OCc3ccccn3)o2)cc1	-3	-4	-8	1	2	6	-4	-0.1	-2	3
Cc1ccc(C)c(NC(=S)NCc2cccs2)c1	3	3	6	8	-1	0	-3	-0.3	1	0
NC(=O)Cn1c(=O)n(CC(=O)N2CCCCC2)c(=O)c2sccc21	3	2	-8	1	-3	-3	2	-0.1	0	0
O=C1C(=C(c2ccccc2)N2CCOCC2)Cc2ccccc21	-1	6	2	-6	-6	-5	2	0.3	0	5
OC(c1ccc(Cl)c(F)c1)c1ncc(-c2ccccc2C(F)(F)F)[nH]1 (centres undefined)	2	-1	-3	-7	-4	-4	-6	-0.2	2	1
COc1ccc(CNC(=O)C2CCN(S(=O)(=O)N3CCCCC3)CC2)cc1	3	0	-1	-2	-17	-6	-7	0.5	-1	4
CC=CCn1c(SCCCc2ccccc2)nc2c1c(=O)[nH]c(=O)n2C	2	1	-1	-2	2	3	-6	-0.3	16	7
COc1cc2c(cc1OC)C(c1cccc(OC)c1OC)CC(=O)N2 (centres undefined)	-2	6	0	3	-2	0	0	-0.2	5	-2
Cc1cc(NC(=O)Nc2cc(Cl)sc2Cl)no1	1	2	-8	5	-5	3	2	0.2	2	-3
C#CCOc1ccc(C2C(C#N)=C(N)Oc3cc(O)ccc32)cc1 (centres undefined)	1	8	2	-7	5	0	-2	-0.1	2	-1
CCN(CC(=O)O)S(=O)(=O)c1cc(Cl)ccc1Cl	5	1	1	0	6	-3	-8	-0.3	2	1
CC(Sc1nnc(C2CC2)n1C1CC1)C(=O)c1ccc(Br)cc1 (centres undefined)	-5	-1	-4	-11	-12	-3	-6	0.3	2	1
CC(C)(C)C1CCC(=NNC(=S)NCc2ccccc2)CC1 (centres undefined)	1	4	-2	0	-3	6	-7	0.8	0	-6
CCc1cc(=O)oc2c(CN3CCN(C)CC3)c(O)c(Cl)cc12	0	-1	2	-5	0	-1	-9	69*	-5	7

Bioassay records (PubChem BioAssay)
